# Screening results from PubChem BioAssay.
# Myeloid diff MLP – promotes myeloid progenitor differentiation; ER-HoxA9 myeloid progenitors, lysozyme-GFP differentiation, flow cytometry; calls only at 10 µM; hit rate 1% among 360,000;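 active means normalized GFP-positive differentiation at or above the plate's own cutoff, the solvent-only control mean plus 3 SD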;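 further: cells exposed to compound for four days before flow analysis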
# NOD1 inhibition – NOD1 signaling inhibitors, primary screen, cell-based, luminescence, uHTS (AID 1578) | NOD1-driven NF-kB luciferase reporter cells, luminescence; higher % means a stronger effect | inhibition, % at 4 µM; hits with a dose series show EC50 in µM | hit rate 1% among 290,000; in the data active means inhibition mostly above about 36%, no sharp cut-off; inactive means mostly below about 34%;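 further: HEK-293T reporter cells stimulated with the NOD1 agonist gamma-tri-DAP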
# Salmonella PhoP GFP – inhibitors of PhoP regulon expression, primary screen, Salmonella Typhimurium, GFP reporter (AID 1863); S. Typhimurium PhoP-regulated promoter GFP reporter, 4 h; higher % means a stronger effect; inhibition, % at 50 µM, or IC50 in µM where a hit was titrated; hit rate 0.16% among 300,000;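 active means inhibition over 29.93%, a cutoff 3 SD above the screen mean, later confirmed by dose response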;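 further: 0% = low Mg2+ inducing control and 100% = high Mg2+ repressing control; strong numbers were not always called active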
# HIV fusion peptide – cell-free HIV fusion peptide-binding blockers – biochemical, uHTS, fluorescence dequenching, primary screen (AID 1986); inhibition, % at 20 µM; hits with a dose series show IC50 in µM; hit rate 0.3% among 290,000; cell-free peptide binding, fluorescence dequenching, 30 min; higher % means a stronger effect; in the data active means inhibition mostly above about 52%, no sharp cut-off; inactive means mostly below about 76%; further: some results filed as inactive read as strong as hits
# KOR beta-arrestin-1 – KOR antagonists, beta-arrestin recruitment, cell-based, luminescence, uHTS (AID 1778); KOR beta-arrestin recruitment, luminescence, antagonist mode; higher % means a stronger effect; inhibition, % at 10 µM, or IC50 in µM where a hit was titrated; hit rate 0.091% among 290,000; further: strong numbers were not always called active
# NOD2 inhibition – inhibition of NOD2-driven NF-kB reporter – cell-based, luminescence, uHTS, HEK293 (AID 1566). HEK293 NOD2/NF-kB luciferase reporter, luminescence; higher % means a stronger effect. one-dose inhibition, % at 4 µM; EC50 in µM for titrated hits. hit rate 0.63% among 290,000; further: many of its hits are not listed in these tables
# LYP inhibition – PTPN22 lymphoid phosphatase activity blockers – biochemical, fluorescence intensity, uHTS (AID 1779); recombinant LYP phosphatase, fluorescence intensity; higher % means a stronger effect; inhibition, % at 11.5 µM, or IC50 in µM where a hit was titrated; hit rate 0.054% among 290,000;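 further: plate controls were vehicle with enzyme for no effect and no enzyme for full effect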
# KOR beta-arrestin-2 – kappa opioid receptor activators – cell-based, luminescence, uHTS, primary screen (AID 1777); KOR beta-arrestin recruitment, luminescence; higher % means a stronger effect; one-dose activation, % at 10 µM; EC50 in µM for titrated hits; hit rate 0.02% among 280,000; in the data active means activation above about 50%, passing the limit was not always enough; further: a part of the inactive calls stands beside numbers as strong as those of hits
# SIAH1 antagonists – blockers of Siah-1 interaction with plectin peptide – biochemical, fluorescence polarization, rhodamine-plectin, uHTS, primary screen (AID 1817); Siah-1 / rhodamine-plectin peptide fluorescence polarization; higher % means a stronger effect; displacement, % at 20 µM; hits with a dose series show IC50 in µM; hit rate 0.02% among 290,000;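 active means displacement of at least 50% at 20 µM, with a fluorescence ratio check between 0.3 and a set limit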;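 further: plate controls were Siah plus tracer with DMSO for no effect and tracer alone without Siah for full effect; strong numbers were not always called active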
# Myeloid diff MLP GFP+ MAC1+ % – also measured in Myeloid diff MLP; calls as there; GFP+ MAC1+ double positive, %; measured here: differentiation confirmed by MAC1 staining
# * marks the source's active call; other numbers are inactive results; i = inactive; / = not tested or not shown; + = active, no number; [ ] = remark or other dose. Unless noted, no stated cut-off is given here; in the data, active means inhibition above about 50%; inactive means the rest. An excerpt. The share of hits here may be higher or lower than overall.
SMILES,Myeloid diff MLP,Myeloid diff MLP GFP+ MAC1+ %,NOD1 inhibition,Salmonella PhoP GFP,HIV fusion peptide,KOR beta-arrestin-1,NOD2 inhibition,LYP inhibition,KOR beta-arrestin-2,SIAH1 antagonists
C=CCn1c(-c2cc(-c3ccc(C)cc3)nc3ccccc23)n[nH]c1=S,i,0.4,-24.9%,-2.9%,2.8%,-44.1%,-3.1%,8.0%,0.0%,1.1%
CC(=O)NS(=O)(=O)c1ccc(NC(=O)C(Sc2ccccc2)c2ccccc2)cc1 (stereo not drawn),i,0.6,-7.1%,-0.1%,5.6%,-6.0%,5.7%,-2.2%,-3.0%,12.0%
CCC(=O)N1CCN(c2ccc(NC(=O)c3ccccc3)cc2)CC1,i,0.2,-18.6%,-3.2%,-0.3%,-19.3%[20 µM],6.3%,-5.5%,-2.2%,1.5%
Cc1ccc(OC(=O)c2ccc(C)c([N+](=O)[O-])c2)cn1,i,0.5,-31.8%,5.7%,-0.4%,-36.8%,-8.3%,-4.1%,0.8%,-3.1%
COc1ccc(-c2cc(C(F)(F)F)nc(SCC(=O)N(C)Cc3cn(C)nc3C)n2)cc1OC,i,0.3,33.9%,-5.4%,-2.5%,-5.6%,12.8%,-3.2%,10.3%,1.4%
O=C(CCC(=O)Nc1ccccc1)NNC(=O)COc1ccccc1,i,0.3,-11.9%,-8.2%,-1.0%,-4.9%,17.0%,-7.8%,5.8%,6.6%
CCOc1ccccc1-c1noc(CCCC(=O)NC2CCCCC2)n1,i,1.0,9.3%,-1.3%,2.9%,-26.7%,-16.5%,0.1%,-1.6%,-0.4%
Cc1ccccc1NC(=O)CCSc1nnnn1-c1ccccc1,/,/,-21.5%,-6.1%,0.1%,26.7%,4.3%,-0.3%,1.4%,-6.0%
Cc1c(C(=O)NCC2CCCO2)oc2ccc(S(=O)(=O)N3CC(C)CC(C)C3)cc12 (stereo not drawn),i,1.9,25.3%,-5.7%,-4.7%,8.6%,19.4%,-2.2%,0.0%,-0.5%
CCC(=O)c1ccc(/C=C/c2nc3ccccc3n2C)o1,i,0.4,-42.3%,-13.4%,14.1%,-3.1%,-111.6%,-9.9%,-3.6%,4.8%
CCCNC(=S)NNC(=O)c1cccs1,i,0.1,-20.1%,4.4%,-1.0%,-23.7%,7.5%,-7.1%,-0.4%,5.4%
CCc1c(C)nc2nc(SCc3ccccc3Cl)[nH]n2c1=O,i,0.7,-12.5%,-14.5%,2.6%,-18.9%,19.9%,-4.2%,0.3%,0.6%
CCn1c(CNC(=O)Cc2ccc(OC)cc2)nnc1SCCOc1ccccc1,i,1.0,15.9%,-4.6%,4.0%,-10.3%,31.8%,-4.0%,-2.3%,2.9%
Cc1ccc(C)c(S(=O)(=O)Nc2ccc3oc(C)c(C(=O)O)c3c2)c1,i,0.9,-17.6%,3.0%,12.6%,-6.7%,16.2%,-9.9%,-0.7%,18.8%
Cc1cc(=O)oc2c(C)c(OC(=O)c3ccco3)ccc12,i,0.3,-15.8%,4.1%,0.4%,-33.2%,7.4%,-2.3%,14.3%,8.1%
CCN1CC(CN(C)Cc2nc(-c3ccc(Cl)cc3)no2)CC1=O (stereo not drawn),i,0.3,-15.4%,/,0.9%,-1.2%[20 µM],-1.1%,-1.9%,/,-0.7%
Cc1ccc(C)c(NC(=O)CS(=O)(=O)c2cccc3nsnc23)c1,i,0.7,-31.4%,-0.5%,-1.7%,16.9%,8.6%,-3.7%,-5.1%,5.2%
Cc1cccn2c(=O)c3cc(C(=O)NCCC4=CCCCC4)n(C)c3nc12,i,5.6,-36.8%,-8.8%,0.2%,-10.1%,6.4%,0.2%,1.9%,3.3%
O=C(CCc1nc(-c2ccccc2)c(-c2ccccc2)o1)OCc1ccc(Br)cc1,i,6.4,-1.0%,-3.7%,-0.6%,-29.6%,7.1%,-2.1%,4.1%,0.3%
COc1cc(CN(C)C)cc(C=O)c1O,i,0.3,-20.2%,/,0.7%,-10.5%[20 µM],-11.9%,-3.7%,1.9%,-0.9%
Cc1c(C)c2ccc(OCC(=O)NCCCn3ccnc3)c(C)c2oc1=O,i,7.4,-9.0%,6.2%,-0.2%,-5.5%,19.7%,-9.4%,5.5%,0.3%
CCCNC(=O)C(Cc1ccccc1)NS(=O)(=O)c1cccc2nsnc12 (stereo not drawn),i,1.1,18.6%,-1.3%,-3.6%,-7.4%,3.9%,-10.1%,0.7%,-2.2%
CC(C)c1ccc(N2CC(C)(C)C2=O)cc1,i,0.4,-16.7%,-5.7%,-1.2%,-4.7%,18.4%,-5.9%,-3.0%,-2.6%
C=CCSc1nnc(NC(=O)Cn2cnc3c2c(=O)n(C)c(=O)n3C)s1,i,0.6,-23.6%,0.0%,-0.1%,/,8.0%,-2.3%,/,-1.9%
CC(C)(C)C1CCc2sc(-c3nnc(CCl)o3)cc2C1 (stereo not drawn),i,0.6,-34.1%,-6.6%,-0.9%,-12.3%,-8.4%,-3.1%,-3.1%,-0.5%
O=C(c1ccccc1)N1CCN(S(=O)(=O)N2CCCCCC2)CC1,i,2.6,-7.9%,-2.9%,0.2%,-26.4%,-16.5%,-5.9%,5.8%,1.9%
CC(C)CC(=O)Nc1ccccc1N1CCN(c2ccccc2)CC1,i,1.3,6.4%,1.8%,3.2%,7.5%,-7.1%,-7.5%,-7.8%,3.8%
COc1ccc(Cc2nc3ccc(C(=O)NC(C)c4cn(C)nc4C)cc3o2)cc1 (stereo not drawn),i,4.4,18.9%,-7.4%,2.1%,-19.1%,28.9%,-4.6%,4.0%,-0.7%
O=C(CS(=O)(=O)Cc1ccccc1)NCc1ccco1,i,0.2,-20.8%,-0.7%,0.9%,-3.9%[20 µM],12.9%,-1.8%,/,2.3%
Cc1cnc(NC(=O)c2ccc3c(c2)C(=O)N(Cc2ccco2)C3=O)s1,i,1.0,-25.3%,2.2%,-0.7%,7.3%,-8.0%,5.2%,3.3%,0.1%
Cc1ccc(-n2c(SCc3ccc(C#N)cc3)nnc2-c2ccccn2)cc1,i,1.4,2.2%,-5.4%,1.7%,-14.3%,21.6%,-6.1%,-2.8%,2.2%
O=C(Nc1ccccc1F)Nc1cc(Cl)ccc1-n1cncn1,i,0.6,-11.9%,0.7%,1.1%,-17.9%,-1.4%,-2.9%,1.3%,-1.6%
Fc1ccc(NC2=NCCCCC2)cc1,i,0.2,-6.3%,1.4%,-0.6%,4.5%,23.2%,-3.0%,-4.1%,-4.2%
CCOC(=O)CC(=O)Nc1ccn[nH]1,i,0.5,-5.9%,-8.5%,-0.4%,-3.5%,-0.6%,-2.4%,0.4%,0.9%
O=C(Nc1ncnc2sc3c(c12)CCCCC3)c1ccc(F)cc1,i,0.1,8.9%,7.9%,62.4%,14.1%,16.5%,-6.2%,-6.6%,5.5%
COc1ccc(N2CCN(c3nc4c(c(=O)n(C)c(=O)n4C)n3Cc3ccccc3)CC2)cc1,i,1.3,-1.5%,-4.1%,-2.3%,-3.9%,15.6%,2.0%,-4.9%,4.3%
CCN(Cc1cc(=O)n2ccsc2n1)c1cccc2ccccc12,i,0.0,-3.7%,-3.7%,6.9%,-30.5%,0.6%,-3.7%,4.3%,-5.2%
O=C1/C(=C\c2ccco2)CCC/C1=C\c1ccco1,+,2.6*,-4.2%,6.0%,69.6%,-7.8%,4.3%,1.3%,7.9%,17.1%
CCOC(=O)c1[nH]c2ccc(F)cc2c1NC(=O)CN1CCc2cc(OC)c(OC)cc2C1,/,/,-7.9%,-5.9%,-0.1%,17.9%,-9.2%,-2.2%,-3.1%,4.9%
c1coc(-c2nnc3sc(-c4cccs4)nn23)c1,i,2.2,-10.2%,-9.2%,3.8%,-30.8%,24.4%,-12.3%,-2.7%,-2.2%
O=C(NC1CCCCC1)c1ccccc1C(F)(F)F,i,1.6,-20.9%,-2.7%,-0.7%,-1.6%[20 µM],-11.5%,-2.5%,-0.9%,6.0%
CC(C)Oc1ccc(CN2CCC(n3nccc3NC(=O)CCc3ccccc3)CC2)cc1,i,1.0,-9.9%,3.1%,-0.9%,-5.8%,3.8%,-5.1%,4.7%,-2.6%
CN1C2=NCCN2C(=O)c2cc(Cl)ccc21,i,0.8,-16.4%,-9.6%,0.8%,-0.8%,2.8%,-7.8%,1.9%,11.8%
Cc1ccc2nc(-c3ccccc3Cl)cc(C(=O)Nc3cc(C)on3)c2c1,i,0.5,1.0%,7.2%,0.0%,-25.3%,-13.8%,2.9%,3.5%,-7.3%
Cc1ccc(C23CC4CC(CC(C(=O)OCC(=O)NC5CCS(=O)(=O)C5)(C4)C2)C3)cc1 (stereo not drawn),i,1.0,-23.1%,11.5%,0.8%,41.8%,-5.9%,-4.8%,0.1%,1.2%
Cc1ccc(O)c(CNc2nccs2)c1,i,0.4,-7.8%,-2.2%,-0.5%,14.7%,-2.3%,-7.8%,-3.0%,6.1%
O=C(NCCCO)c1cc2c([nH]c3ccccc32)c(-c2ccccc2)n1,i,0.7,-7.9%,-0.2%,-0.9%,6.8%,16.9%,-2.4%,-3.5%,6.3%
COc1ccc(NC(=O)C2CCCN(S(=O)(=O)c3cccc4nonc34)C2)cc1 (stereo not drawn),i,7.8,-8.6%,-13.3%,0.0%,-15.4%,2.4%,1.2%,6.6%,-2.0%
COc1ccc(-n2nc(C(=O)Nc3cc(OC)c(OC)c(OC)c3)c3ccccc3c2=O)c(OC)c1,i,0.1,-15.1%,-4.0%,2.2%,-2.1%,-0.8%,6.8%,12.3%,-0.9%
COc1ccccc1CN1C[C@@H]2C[C@@H](c3ccccc3OC)N3CCC[C@@]23C1=O,i,0.8,0.5%,-9.3%,-0.3%,16.5%,-9.7%,-6.5%,-2.3%,3.3%
CC(=O)Nc1ccc(SCC(=O)OCC(=O)NC(=O)NC2CCCC2)cc1,i,0.0,-19.5%,8.4%,0.7%,-19.6%,-24.2%,-0.8%,1.9%,1.9%
Cc1cc[n+](CC(=O)Nc2nc3ccccc3s2)cc1,i,0.1,-29.0%,3.3%,-0.5%,-28.9%[20 µM],4.1%,-2.3%,-10.4%,4.5%
O=C(CN1C(=O)NC2(CCCC2)C1=O)Nc1ccc(F)c(F)c1F,i,0.4,-23.2%,-4.0%,6.8%,-22.0%,-1.5%,-2.9%,4.9%,0.4%
COCCN(Cc1nc(C2(c3ccc(C)cc3)CCCC2)no1)C(C)C,i,0.5,-34.7%,-7.9%,1.9%,-23.9%,16.7%,-4.5%,4.5%,2.7%

# An excerpt from above in order of the KOR beta-arrestin-2 value, rising:
SMILES	Myeloid diff MLP GFP+ MAC1+ %	NOD1 inhibition	Salmonella PhoP GFP	HIV fusion peptide	KOR beta-arrestin-1	NOD2 inhibition	LYP inhibition	KOR beta-arrestin-2	SIAH1 antagonists
Cc1cc[n+](CC(=O)Nc2nc3ccccc3s2)cc1	0.1	-29.0%	3.3%	-0.5%	-28.9%[20 µM]	4.1%	-2.3%	-10.4%	4.5%
CN1C2=NCCN2C(=O)c2cc(Cl)ccc21	0.8	-16.4%	-9.6%	0.8%	-0.8%	2.8%	-7.8%	1.9%	11.8%
Cc1ccc2nc(-c3ccccc3Cl)cc(C(=O)Nc3cc(C)on3)c2c1	0.5	1.0%	7.2%	0.0%	-25.3%	-13.8%	2.9%	3.5%	-7.3%
